NF-kB expr up: raises NF-kB expression in human neuronal cells; NF-kB reporter expression; hits give high values; fold change at 12.5 µM; 1.6% of 190,000 active; AID 1239; in the data active means fold change above about 3.3
Hsp70 activator: Hsp70 transcriptional activation, primary screen | 0.04% of 200,000 active | AID 1203 | activation, % at 10 µM | HeLa Hsp70 promoter luciferase reporter, luminescence; scaled: vehicle 0, proteasome-inhibitor control 100%;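 active means activation above the mean across all tested compounds plus 3 SD, cutoff set per campaign, cut at about 5.5% in these data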;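 further: 100% = MG132 at 30 µM as the positive control and 0% = DMSO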
FLuc inhib CS: counter-screen for luciferase assay inhibitors: firefly luciferase inhibition | 1.5% of 200,000 active | inhibition, % at 10 µM | ATPLite firefly luciferase biochemical luminescence, 10 min | P08659;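 active means inhibition above about 50% when tested at 10 µM, limit read from the data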
Target sequence (P08659 whole entry, looked up): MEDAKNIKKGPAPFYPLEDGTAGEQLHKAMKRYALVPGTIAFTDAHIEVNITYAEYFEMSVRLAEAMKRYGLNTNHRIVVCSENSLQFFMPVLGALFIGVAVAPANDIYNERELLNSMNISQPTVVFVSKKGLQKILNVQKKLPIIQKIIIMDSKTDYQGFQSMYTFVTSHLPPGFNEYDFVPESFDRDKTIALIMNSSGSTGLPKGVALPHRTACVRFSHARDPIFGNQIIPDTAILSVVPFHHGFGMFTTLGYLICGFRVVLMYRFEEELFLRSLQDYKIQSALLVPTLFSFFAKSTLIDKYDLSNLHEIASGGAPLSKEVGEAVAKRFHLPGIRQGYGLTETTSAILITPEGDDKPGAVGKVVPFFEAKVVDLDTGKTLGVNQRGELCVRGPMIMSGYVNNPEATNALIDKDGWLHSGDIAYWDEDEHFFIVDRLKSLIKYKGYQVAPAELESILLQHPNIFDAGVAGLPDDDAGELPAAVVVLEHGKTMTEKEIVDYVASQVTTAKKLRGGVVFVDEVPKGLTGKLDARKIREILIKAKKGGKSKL
STAT3 blocker: inhibitors of IL-6 induced STAT3 signaling; U3A cells, IL-6 STAT3-luciferase reporter, luminescence; host cell line lacks STAT1; inhibition, % at 5.5 µM; 0.89% of 190,000 active; AID 862;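 active means inhibition above the mean inhibition across all screened compounds plus 3 SD, cut at about 44% in these data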;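 further: 0% = DMSO only wells and 100% = 100 µM nifuroxazide control wells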
STAT3 act: STAT3 signaling activation | U3A cells, IL-6 STAT3-luciferase reporter, luminescence; 100% = signal with IL-6 EC80 alone | activation (% of control), % at 5.6 µM | 0.91% of 190,000 active;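 active means activation above the screen-wide mean of compound activation plus 3 SD, cut at about 130% in these data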;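 further: 0% = background luminescence of wells with medium and substrate only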
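system = STAT3-luciferase reporter U3A cells | reagent = IL-6 stimulus at 33 ng/mL final | timing = 1 h compound pre-exposure, 6 h IL-6 stimulation, 37 °C | measured by = luminescence | evaluation = % activation versus median of IL-6-stimulated wells | control set = IL-6-only wells as 100% reference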
APP 5'UTR act: APP 5'UTR luciferase reporter activation; 1% of 190,000 active; activation, % at 2 µM; SH-SY5Y APP 5'UTR luciferase reporter, luminescence; zero percent = DMSO vehicle wells;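 active means activation above a set limit, based on mean plus 3 SD of controls, cut at about 140% in these data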; further: values of inactives mirror those of a sister screen read the other way
STAT1 blocker: inhibitors of IFN-gamma induced STAT1 signaling; NIH 3T3 STAT1-luciferase reporter, luminescence; inhibition, % at 5.5 µM; 0.35% of 200,000 active; AID 920;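 active means inhibition above a set limit, the mean inhibition across all tested compounds plus 3 SD, cut at about 34% in these data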;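 further: 0% = IFN-gamma with DMSO and 100% = IFN-gamma with 300 µM nifuroxazide; values of inactives mirror those of a sister screen read the other way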
STAT1 activator: increases IFN-gamma driven STAT1 reporter signal. AID 932. NIH 3T3 STAT1-luciferase reporter, luminescence; 100% = IFN-gamma alone, no compound. 2.6% of 200,000 active. activation (% of control), % at 5.5 µM;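 active means activation above the screen-wide mean activation plus 3 SD, cut at about 130% in these data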;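 further: raw ratio to IFN-gamma control signal so 100% means no change and 0% no light; values of inactives mirror those of a sister screen read the other way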
APP 5UTR inh: APP translation inhibition | 0.82% of 190,000 active | inhibition, % at 2 µM | SH-SY5Y APP 5'UTR-luciferase reporter, luminescence;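 active means inhibition above a set limit, derived from the sample mean plus 3 SD, cut at about 45% in these data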; further: values of inactives mirror those of a sister screen read the other way
RAM inhibit: inhibitors of the yeast RAM network. S. cerevisiae dse1pr::URA3 reporter, 5-FOA growth OD615, 2 d; analog-sensitive cbk1-as2 kinase mutant strain. 1.8% of 190,000 active. AID 868. inhibition, % at 50 µM;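 active means inhibition above a set limit, 3 SD over mean compound inhibition, cut at about 8.4% in these data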;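 further: 0% = DMSO-only wells with no growth and 100% = 10 µM 1-NA-PP1 full growth; inhibition rescues growth on 5-FOA so higher OD means more RAM inhibition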
* = called active by the depositor; x = no result given. Outcome played no part in choosing rows (roughly 7.7% active in at least one column).

structure,NF-kB expr up,Hsp70 activator,FLuc inhib CS,STAT3 blocker,STAT3 act,APP 5'UTR act,STAT1 blocker,STAT1 activator,APP 5UTR inh,RAM inhibit
Cc1csc(NC(=O)CSc2nnc(NC(=O)C3CC(=O)N(c4ccccc4)C3)s2)n1 (configuration not stated),1,-0.4,-9,-3,104,1,7,94,-1,6.7
CCn1c(SCC(=O)N2CCCc3ccccc32)nnc1-c1ccoc1C,0.96,-0.3,-9,6,98,9,-2,102,-9,0.9
Cc1cc(C)nc(Nc2ncc(O)n2-c2ccccc2)n1,1.1,0.2,-1,0,105,5,5,96,-5,0.0
COC(=O)C1=CN(C2CC2)C=C(C(=O)OC)C1c1ccc(C(F)(F)F)cc1,1,-0.2,-6,0,102,-9,2,98,9,2.2
CC(C)CNC(=O)CCCSc1nc2ccccc2[nH]1,1.2,-0.1,3,6,97,-12,1,98,12,1.4
O=C(O)c1c(C(=O)N2N=C3/C(=C/c4ccccc4)CCCC3C2c2ccccc2)cccc1[N+](=O)[O-] (configuration not stated),1.3,-0.3,-3,-21,118,32,11,91,-32,1.1
COc1cc(CC(=O)OCC(=O)Nc2ccc(S(=O)(=O)N3CCCC3)cc2)cc(OC)c1OC,1.3,-0.2,-5,0,106,18,-1,100,-18,1.9
COc1cc(C=O)ccc1OCCOCCOc1ccc(Cl)cc1,0.84,0.4,-6,20,93,-7,-3,102,8,-0.7
CN1CCN(c2ccc([N+](=O)[O-])cc2C(=O)c2ccc(Br)cc2)CC1,1.2,0.1,-1,16,96,-69,-6,106,69*,1.1
O=C1c2ccccc2C(=O)C1c1nccc2ccccc12,3.6*,0.1,90*,62*,51,100,-23,123,-100,4.8
CCOC(=O)Cn1c(N2CCOCC2)nc2c1c(=O)[nH]c(=O)n2C,1.2,-0.4,0,7,98,6,-1,101,-6,1.3
CCCOC(=O)CSC1=C(C#N)C(c2ccccc2Cl)CC(=O)N1 (configuration not stated),1,0.1,-6,11,98,-8,-13,112,8,0.5
COC(=O)c1c(NC(=O)CC2SC(N)=NC2=O)sc(C)c1C (configuration not stated),1,-0.1,-6,3,99,6,1,100,-6,6.1
O=C(Nc1ccc([N+](=O)[O-])cc1)Nc1ccc2c(c1)OCCO2,4.5*,0.0,40,6,100,132,-39,134*,-132,1.2
COC(=O)c1ccc(C)c(NC(=O)CCc2ccc(OC)cc2)c1,1,-0.1,1,6,94,1,-3,103,-1,1.9
Cc1[nH]ccc(=O)c1OCc1ccc(Cl)cc1,1,-0.3,-2,-7,108,-3,-9,108,3,2.0
Cc1ccccc1NC1(C#N)C(=O)Nc2ccccc21 (configuration not stated),1,-0.4,-8,0,105,-1,1,99,1,2.7
CC(C)C(CCNC(=O)CN1C(=O)c2ccccc2C1=O)c1ccco1 (configuration not stated),0.94,0.5,-10,-5,104,2,-2,102,-2,2.5
COc1cc(CNCCCN2CCOCC2)cc(Br)c1OCc1ccc(Cl)cc1,x,-0.1,2,15,92,-10,6,95,10,1.1
O=C(CCc1c[nH]c2ccccc12)N1CCN(c2ccc(O)cc2)CC1,2.5,-0.3,1,4,101,10,4,96,-10,0.7
COc1ccc(CC(=O)NC(C)C2COc3ccccc3O2)cc1OC (configuration not stated),1,-0.4,-4,3,100,-7,2,96,7,-0.6
CC1CCN(S(=O)(=O)c2ccc3c(c2)c(=O)c(C(=O)NCc2cccs2)cn3C)CC1,1.3,0.3,-6,1,102,14,4,96,-14,3.9
COc1ccc(CCNC(=O)C2CCN(S(=O)(=O)c3ccc(Cl)cc3)CC2)cc1OC,0.95,-0.6,-5,15,90,10,8,89,-10,3.1
COc1ccc(OC)c(-c2csc(N(Cc3ccco3)C(=O)c3cccs3)n2)c1,1.2,-0.4,0,10,97,12,1,100,-12,9.1*
Nc1cc2c([N+](=O)[O-])cccc2o1,0.49,-0.2,-8,-26,126,-4,12,89,4,2.2
O=C(CN1CCOCC1)N/N=C/c1ccccc1,1.2,-0.3,-5,-13,110,-5,-2,102,5,0.6
CCOC(=O)C1CCN(c2c(NCc3ccc(C(=O)NC4CCCC4)cc3)c(=O)c2=O)CC1,1.2,-0.1,-2,7,102,-15,4,96,15,1.5
CCc1nnc(NS(=O)(=O)c2ccc(NS(=O)(=O)c3ccc(NC(C)=O)cc3)cc2)s1,1.1,-0.2,-5,-6,104,x,4,97,x,0.8
COc1ccc(OCC(=O)NNC(=O)c2cc3ccccc3o2)cc1,1.3,-0.4,-6,-3,101,-14,-6,105,14,3.3
CC(C)CC(NC(=O)C(COCc1ccccc1)NC(=O)OC(C)(C)C)C(=O)NN (configuration not stated),1.1,0.1,-4,19,91,-7,16,86,7,-0.2

structure,NF-kB expr up,Hsp70 activator,FLuc inhib CS,STAT3 blocker,STAT3 act,APP 5'UTR act,STAT1 blocker,STAT1 activator,APP 5UTR inh,RAM inhibit
COc1cccc(CN(CC(=O)NC2CCCC2)C(=O)CCC(=O)Nc2cc(C)on2)c1,1.2,-0.4,-2,-2,100,23,-5,105,-23,1.3
O=C(NCC1CCCO1)C1CCN(S(=O)(=O)c2ccccc2)CC1 (configuration not stated),1.1,-0.3,-1,6,100,9,-1,100,-9,1.8
CN(C)CCCNC(=O)c1ccc(Cl)c(S(=O)(=O)N(C)c2ccccc2)c1,0.98,-0.3,-2,-3,103,14,6,95,-14,0.0
CCc1ccc(N(C(=O)CNC(=O)c2ccco2)C(C(=O)NCC2CCCO2)c2ccccc2)cc1 (configuration not stated),0.87,-0.1,-3,-8,109,-8,2,99,8,1.7
CC1(C)CC(=O)c2cc(OCC(=O)O)ccc2O1,1.1,-0.2,-4,-6,106,1,3,98,-1,1.8
CN1CCN(C(=O)CN(CCc2ccccc2)S(C)(=O)=O)CC1,1,0.2,-3,-2,102,-10,1,100,10,-0.5
CCn1c(=O)cc(OCC(=O)Nc2nc(C)cs2)c2ccccc21,0.65,0.1,-2,23,85,16,0,100,-16,6.0
O=C(NCCCNC(=O)c1cncc(O)c1)c1cncc(O)c1,1.2,-0.1,-8,2,106,-13,-6,106,13,-0.4
O=C(CCN1C(=O)/C(=C/c2cccc(Br)c2)SC1=S)NNC(=O)c1cccnc1,1.1,-0.1,-6,10,100,1,10,91,-1,6.5
Fc1ccc(N2N=C(c3cccs3)CC2c2ccco2)c(F)c1 (configuration not stated),1.1,-0.4,-3,1,104,x,10,91,x,5.6
Clc1ccc(OCCn2ccnc2)c2ccccc12,0.84,0.1,-5,5,98,8,2,97,-8,1.7
COCCNC(=O)Cn1cnc2ccc(S(=O)(=O)N3CCC(C)CC3)cc2c1=O,0.8,-0.1,-4,12,96,7,-3,102,-7,1.6
Cc1cccc(Cc2c(C)nc3nc(SCC(=O)NCc4ccco4)nn3c2C)c1,1.1,-0.3,-5,2,102,5,-1,101,-5,0.7
CCC(C)(C)NC(=O)C(c1cccn1C)N(C(=O)Cn1nnc2ccccc21)c1ccc(OC)cc1OC (configuration not stated),0.75,-0.3,-8,-3,104,15,-1,104,-15,-0.8
O=C1OCCC1Sc1nc2ccccc2c(=O)n1Cc1ccccc1 (configuration not stated),1.1,1.0,-8,-4,105,4,-1,99,-4,2.2
CN(C)C(=O)C(=O)c1cccn1-c1ccccc1C#N,0.91,0.5,-12,2,102,-1,13,88,1,2.9
COc1ccc(CNc2nc(-c3cccnc3)nn2C(=O)C(C)C)cc1,1,0.6,-1,16,95,25,3,97,-25,0.6
CN(C)c1ccc(CNn2cnnc2SCC(=O)NC(C)(C)C)cc1,1.1,-0.4,-1,-6,108,-13,-5,103,13,0.2
CCN(CC)c1ccc(/C=N/n2c(=S)[nH]nc(C)c2=O)cc1,1.1,-0.3,12,11,95,-14,-10,109,14,1.0
O=S(=O)(Cc1cc(Sc2ccccc2)nc(-c2ccccc2)n1)c1ccccc1,1,0.0,-3,-20,118,-16,0,100,16,6.2
COc1ccc(-c2nnc(NC(=O)c3cc(C)on3)s2)cc1,1.2,-0.1,50,1,101,1,1,94,-1,1.1
CCOC(=O)c1c(-c2ccc(C)s2)csc1NC(=O)c1cccs1,1.2,-0.5,-4,10,93,10,-6,106,-10,6.1
Cc1ccc(CNC(=O)C2CCN(S(=O)(=O)N3CCCCC3)CC2)cc1,1.1,-0.3,-4,2,105,26,5,95,-26,-0.3
CC(C)=CCN1CCN(Cc2cccc3c2OCO3)CC1CCO (configuration not stated),1.1,0.2,-8,15,91,5,6,93,-5,2.0
COCCNC(=O)Nc1ccc2nc(-c3ccco3)c(-c3ccco3)nc2c1,0.47,-0.2,4,-1,103,18,4,96,-18,1.1
O=C(CNC(=S)N(CCCN1CCOCC1)Cc1cccs1)N1CCCC1,1.1,-0.2,-6,27,82,-16,3,96,16,-0.7
O=C(O/N=C1\CCS(=O)(=O)c2sccc21)C1CC1,1,-0.4,1,3,103,14,-4,102,-14,0.6
Nc1c2c(=O)oc(-c3ccccc3)cc2nn1-c1ccccc1,3.3*,0.5,17,4,105,150*,-87,177*,-150,0.1
CCC(=O)NNc1nc2c(C)c(C)ccc2s1,1.4,-0.3,-4,9,94,4,-1,101,-4,3.5
CCOc1cc(CNc2ccc3cn[nH]c3c2)ccc1OC,0.5,-0.3,-5,-79,175*,-7,6,95,7,1.9

structure,NF-kB expr up,Hsp70 activator,FLuc inhib CS,STAT3 blocker,STAT3 act,APP 5'UTR act,STAT1 blocker,STAT1 activator,APP 5UTR inh,RAM inhibit
O=C(NCc1ccccc1)c1ccc(-c2ccccc2F)o1,2.2,-0.2,-4,-21,120,21,-27,125,-21,2.5
Cn1cnnc1SCC(=O)c1ccc2c(c1)CCCC2,1.5,0.0,2,-1,105,33,-16,114,-33,1.0
C/C(N)=C(/C#N)C(=O)COC(=O)c1cc2c(s1)CCCC2,1.5,0.1,6,5,103,2,-21,120,-2,4.7
CCC(C)(C)NC(=O)C(c1ccncc1)N(C(=O)Cn1nnc2ccccc21)c1cc2c(cc1C(C)=O)OCO2 (configuration not stated),0.94,-0.1,-1,9,97,12,-7,106,-12,1.2
Cc1csc(SCC(=O)N2CCCC2)n1,1.1,-0.4,0,4,99,3,-5,105,-3,0.5
Fc1cccc(Nc2nc(-c3ccncc3)nc3ccccc23)c1,0.53,-0.3,-3,15,89,-12,-8,107,12,0.9
Cc1cc(NC(=O)c2ccc(Cl)cc2)n(CCOC(=O)c2ccc(Cl)cc2)n1,0.88,-0.4,-4,-16,108,-5,-2,102,5,2.8
COc1ccccc1NC(=O)CN1CCSc2ccccc21,1.2,-0.1,1,6,98,12,8,92,-12,2.2
CC1COc2ccccc2N1C(=O)c1cccnc1Cl (configuration not stated),0.98,-0.4,-3,-1,105,11,0,98,-11,0.1
CCSc1ccc(-c2ccc(C)cc2)nn1,6.6*,-0.2,88*,47*,65,187*,1,98,-187,0.5

Compound activity: PubChem, several laboratories
